Source: PubChem BioAssay
NTR1 agonist = agonists of NTR1, primary screen, imaging, U2OS cells, beta-arrestin-GFP, high content (AID 493036) | NTR1-U2OS beta-arrestin-GFP spot imaging, agonist mode | activation, % at 20 µM | hit rate 0.17% among 330,000;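 active = activation at or above 40% of the spot to cytoplasm intensity ratio, with at least 20 cells analyzed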;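 note: 0% = DMSO without peptide and 100% = 100 nM NTR1 peptide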
Target sequence (P30989 whole entry, looked up): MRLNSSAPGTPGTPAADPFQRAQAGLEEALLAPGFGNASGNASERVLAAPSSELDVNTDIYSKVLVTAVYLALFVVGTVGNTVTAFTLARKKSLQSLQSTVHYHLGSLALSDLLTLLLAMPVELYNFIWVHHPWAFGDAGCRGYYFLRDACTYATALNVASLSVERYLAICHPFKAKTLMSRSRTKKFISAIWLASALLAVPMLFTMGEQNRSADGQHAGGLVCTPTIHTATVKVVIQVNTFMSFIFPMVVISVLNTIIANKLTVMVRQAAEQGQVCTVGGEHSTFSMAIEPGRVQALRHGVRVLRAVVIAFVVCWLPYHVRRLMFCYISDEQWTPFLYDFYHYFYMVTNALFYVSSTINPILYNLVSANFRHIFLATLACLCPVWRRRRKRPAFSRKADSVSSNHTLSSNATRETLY
TNAP activators = human TNAP enzyme activators, primary screen, biochemical, luminescent, no phosphate acceptor, uHTS (AID 1001) | purified TNAP, luminescent activation assay, no phosphate acceptor; higher activation fold means a stronger effect | hit rate 0.03% among 200,000 | activation fold at 20 µM; hits with a dose series show EC50 in µM; in the data active = activation fold from about 3, or a potency from the dose series; inactive = the rest, 99 in 100 with activation fold below about 1.6; note: many of its hits are not listed in these tables
KOR beta-arrestin-1 = kappa opioid receptor activators – cell-based, luminescence, uHTS, primary screen (AID 1777). KOR beta-arrestin recruitment, luminescence; higher % means a stronger effect. one-dose activation, % at 10 µM; EC50 in µM for titrated hits. hit rate 0.02% among 280,000; in the data active = activation above about 50%, passing the limit was not always enough; note: a part of the inactive calls stands beside numbers as strong as those of hits
Yfh1-depleted yeast = mitochondrial function rescue without frataxin homolog – Friedreich's ataxia, plus single-dose screen, dose response (AID 1465); S. cerevisiae Yfh1-off respiration, WST-1 reduction, 72 h; higher fold induction means a stronger effect; one-dose fold induction at 50 µM; EC50 in µM for titrated hits; hit rate 0.074% among 220,000;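 active = fold induction of absorbance versus untreated yeast above a set limit, then at least 30% activation at any dose in follow-up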;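 note: activators that raise dye reduction in frataxin-depleted yeast; strong numbers were not always called active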
ER stress rescue = protection against thapsigargin-triggered cell killing – 384-well, CSM14.1, ATP luminescence, primary screen (AID 1222); one-dose cellular ATP content (survival), % at 20 µM; EC50 in µM for titrated hits; CSM14.1 thapsigargin-induced death rescue, ATP luminescence; higher % means a stronger effect; 190,000 tested, under 10 active;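 active = EC50 below 50 µM in the dose-response confirmation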;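 note: death triggered by thapsigargin at about 15 µM added after 2 h compound pretreatment; cell ATP read after overnight thapsigargin exposure of roughly 18 to 22 hours; normalized against plate controls of thapsigargin alone and 5% DMSO vehicle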
GPR55 activation = selective activators of receptor GPR55 – imaging, U2OS cells, beta-arrestin-GFP redistribution, primary screen (AID 1961); U2OS GPR55 beta-arrestin-GFP redistribution imaging; higher % means a stronger effect; activation, % at 10 µM; hits with a dose series show EC50 in µM; hit rate 0.048% among 290,000;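 active = activation above 40% with more than 50 cells counted in the well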;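 note: U2OS osteosarcoma cells stably expressing GPR55 and beta-arrestin-GFP; plate controls were DMSO negative control for no effect and LPI positive control for full effect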
NOD1 inhibition = NOD1 signaling inhibitors, primary screen, cell-based, luminescence, uHTS (AID 1578). hit rate 1% among 290,000. inhibition, % at 4 µM, or EC50 in µM where a hit was titrated. NOD1-driven NF-kB luciferase reporter cells, luminescence; higher % means a stronger effect; in the data active = inhibition mostly above about 36%, no sharp cut-off; inactive = mostly below about 34%;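 note: HEK-293T reporter cells stimulated with the NOD1 agonist gamma-tri-DAP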
KOR beta-arrestin-2 = kappa opioid receptor blockers – cell-based, luminescence, uHTS (AID 1778); KOR beta-arrestin recruitment, luminescence, antagonist mode; higher % means a stronger effect; hit rate 0.091% among 290,000; inhibition, % at 10 µM, or IC50 in µM where a hit was titrated; note: strong numbers were not always called active
NOD2 inhibition = NOD2 signaling inhibitors, cell-based, luminescence, uHTS, HEK293 (AID 1566) | HEK293 NOD2/NF-kB luciferase reporter, luminescence; higher % means a stronger effect | one-dose inhibition, % at 4 µM; EC50 in µM for titrated hits | hit rate 0.63% among 290,000; note: many of its hits are not listed in these tables
NTR1 agonist cell count 20 µM = further read-out of NTR1 agonist, marked with its call; cell count; measured here: cell count, cytotoxicity flag
* hit, by the source's call; i = inactive; · = no result given; [ ] = dose if it differs, or a comment. Cut-off read from the data, not from the text of the source, unless noted: active = inhibition above about 50%; inactive = the rest. An excerpt; count on the stated rates, not on these rows.

SMILES | NTR1 agonist | NTR1 agonist cell count 20 µM | TNAP activators | KOR beta-arrestin-1 | Yfh1-depleted yeast | ER stress rescue | GPR55 activation | NOD1 inhibition | KOR beta-arrestin-2 | NOD2 inhibition
CC(=O)C1=C(O)C(=O)N(c2ccc(Br)cn2)C1c1ccc(F)cc1 (configuration not stated) | 0.0 | 91 | 1 | -0.2% | i | -2.1% | -0.1% | -22.6% | -59.9%[20 µM] | -28.0%
O=c1[nH]c(Nc2ccc3c(c2)OCCO3)nnc1Cc1ccccc1 | -1.8 | 102 | 1 | 3.0% | i | -0.4% | 0.1% | -54.5% | -1.0% | -4.6%
CCOc1cc(N2CCOCC2)c(OCC)cc1NC(=O)C1=NN(c2cccc(C)c2)C(=O)CC1 | 15.6 | 23 | 1.1 | -4.5% | i | 0.8% | 1.2% | -6.6% | -6.1% | 28.3%
O=C(Nc1ccc(OCC(=O)N2CCOCC2)cc1)c1cncc(Br)c1 | 2.9 | 78 | 1.1 | 0.1% | i | 2.9% | 0.4% | 19.7% | -2.7% | 24.9%
COc1ccc(-c2cn(Cc3ccc([N+](=O)[O-])cc3)nn2)cc1 | -2.4 | 97 | · | -0.6% | · | · | 0.0% | -24.5% | -8.5%[20 µM] | 0.0%
CCOc1ccc(N=Nc2c(=O)[nH]n3c(=O)cc(C)[nH]c23)cc1 | -1.0 | 35 | 2 | 1.7% | >100µM* | -0.9% | 0.3% | -9.3% | -1.3% | -74.2%
COc1ccc(CCNC(=O)C2CCN(C(=O)c3ccccc3C)CC2)cc1 | -0.6 | 42 | · | -1.0% | · | · | -0.1% | -1.4% | -1.3% | 4.3%
Cc1sc2ncn(CC(=O)NCCCC(=O)N3CCN(c4ncccn4)CC3)c(=O)c2c1C | 0.1 | 66 | 1.1 | 0.0% | i | -2.7% | -0.1% | -1.2% | -4.2% | 14.2%
O=C(c1ccco1)c1cn[nH]c1-c1ccc(Cl)cc1O | -1.0 | 44 | 2.2 | -5.1% | i | -1.2% | 0.6% | 3.8% | -30.1% | 14.0%
CC(C)Oc1ccc(/C=C(\NC(=O)/C=C/c2ccco2)C(=O)NCCc2nc3ccccc3[nH]2)cc1 | 2.1 | 60 | 1 | -1.2% | i | -1.0% | -0.2% | -8.6% | 7.3% | 31.4%
COc1ccc(N(C(=O)c2ccco2)C(C(=O)NC2CCCC2)c2ccc(N(C)C)cc2)cc1OC (configuration not stated) | 0.4 | 34 | 1.1 | -3.7% | i | -0.9% | 0.3% | -7.0% | -2.3% | 7.2%
CCOC(=O)c1c(C)[nH]c(C(=O)CSc2nnc(CC(C)c3ccccc3)o2)c1C (configuration not stated) | 3.0 | 76 | 1.1 | 4.9% | i | -3.3% | 0.2% | -8.2% | 21.3% | 17.5%

Laid out differently: results already given.
structure	NTR1 agonist	NTR1 agonist cell count 20 µM	TNAP activators	KOR beta-arrestin-1	Yfh1-depleted yeast	ER stress rescue	GPR55 activation	NOD1 inhibition	KOR beta-arrestin-2	NOD2 inhibition
Cc1sc2ncn(CC(=O)NCCCC(=O)N3CCN(c4ncccn4)CC3)c(=O)c2c1C	0.1	66	1.1	0.0%	i	-2.7%	-0.1%	-1.2%	-4.2%	14.2%
O=C(c1ccco1)c1cn[nH]c1-c1ccc(Cl)cc1O	-1.0	44	2.2	-5.1%	i	-1.2%	0.6%	3.8%	-30.1%	14.0%
CC(C)Oc1ccc(/C=C(\NC(=O)/C=C/c2ccco2)C(=O)NCCc2nc3ccccc3[nH]2)cc1	2.1	60	1	-1.2%	i	-1.0%	-0.2%	-8.6%	7.3%	31.4%

Further records:
SMILES | NTR1 agonist | NTR1 agonist cell count 20 µM | TNAP activators | KOR beta-arrestin-1 | Yfh1-depleted yeast | ER stress rescue | GPR55 activation | NOD1 inhibition | KOR beta-arrestin-2 | NOD2 inhibition
Oc1ccccc1CN(Cc1ccco1)CC(O)COCc1ccc(Cl)cc1 (configuration not stated) | 10.3 | 39 | 1.4 | 10.7% | i | -1.8% | -0.8% | -21.1% | -8.8% | -6.7%
Cc1ccc2c(c1)N(CC(=O)N1CCC(C)CC1)C(=O)c1cccnc1O2 | -1.4 | 89 | · | 4.2% | · | · | 0.6% | -1.9% | -53.5% | 4.7%
CN(C)CCCn1c(SCCN2C(=O)c3ccccc3C2=O)nc2ccccc2c1=O | 0.8 | 54 | 1.1 | -2.6% | i | -0.6% | 0.3% | -27.2% | -7.1%[20 µM] | 32.2%
Nc1ccc(-c2nc3c(Cl)cc(N)cc3[nH]2)cc1 | 0.5 | 50 | 1.1 | -4.7% | i | -3.5% | 0.2% | 68.8% | 19.9% | 55.1%*
c1ccc(-n2nnnc2-n2nnc3ccccc32)cc1 | -3.8 | 92 | 1.1 | -3.4% | i | 2.3% | -0.1% | -2.8% | -50.8% | 15.9%
O=C(CN1C(=O)S/C(=C/c2ccc(N3CCOCC3)cc2)C1=O)N1CCOCC1 | -0.9 | 61 | 1 | -2.7% | i | -3.0% | -0.3% | -36.5% | -17.8% | -12.3%
O=C(OCc1nnc(-c2ccccc2)o1)c1ccccc1 | -0.2 | 59 | 1.1 | 0.5% | i | -1.0% | -0.3% | -34.6% | -11.0% | 0.3%
COc1cc(CN2CCCCCC2)cc(OC)c1OC | 1.0 | 57 | · | -2.7% | · | · | -0.1% | -23.0% | -4.0% | 2.6%
O=C(Nc1ccc(F)cc1)c1sc(Cl)nc1-c1ccccc1 | -1.6 | 81 | 1 | 21.6% | i | -0.9% | 0.1% | 53.5% | -34.4% | 4.9%
COC(=O)c1c(NC(=O)COc2ncnc3ccccc23)sc(C)c1C | 2.1 | 80 | 0.9 | 1.6% | i | -1.0% | -0.2% | -28.4% | 9.9% | 1.8%
CCOC(=O)C1(CCOC)CCN(C(=O)c2ccc(CSC)o2)CC1 | 0.0 | 60 | · | -3.7% | · | · | 0.0% | -32.7% | 28.0% | -1.7%
CC(C)C(NC(=O)CN1C(=O)c2ccccc2C1=O)c1ccccc1 (configuration not stated) | 2.0 | 70 | · | -1.9% | · | · | -0.2% | -1.2% | 35.6% | 8.9%
COC(=O)c1ccc(N2C(=O)c3ccc(OC)c(OC)c3C2=O)cc1 | -0.4 | 43 | 1.1 | 13.0% | i | -1.1% | -0.1% | -10.2% | -1.3% | 16.3%
CCc1cccc(NC(=O)C2CC2c2ccccc2)c1 (configuration not stated) | 1.1 | 60 | · | -3.0% | · | · | 0.8% | -19.9% | -34.9%[20 µM] | -0.2%
Cc1cccc(/C=N/n2c(-c3ccccc3)n[nH]c2=S)c1O | -0.1 | 50 | · | -0.6% | · | · | -0.3% | 32.0% | -53.2%[20 µM] | 12.3%
CCC(=O)NC(=S)Nc1ccc(S(=O)(=O)NC2CCCCC2)cc1 | 0.3 | 67 | · | 1.9% | · | · | -0.1% | 14.7% | -3.6% | 0.0%
O=C(NCCCn1ccnc1)/C(=C/c1cccs1)NC(=O)c1ccco1 | 0.6 | 51 | 1 | 1.6% | i | 0.3% | 0.1% | -36.0% | -19.0% | 2.1%
CCN(CC)C(=O)C1=C(C)NC(=S)NC1c1ccc(C)s1 (configuration not stated) | -0.5 | 39 | 1 | -7.4% | i | -1.2% | -0.1% | -27.4% | -2.3% | -1.1%
CSc1cccc(NC(=O)CCCn2c(=O)c3cccn3c3cccnc32)c1 | 3.4 | 61 | · | -7.8% | · | · | 0.3% | 23.4% | -2.5% | 4.0%
O=C(c1ccc(OC2CCN(CCO)CC2)cc1)N1CCCC1 | -0.6 | 65 | · | 2.4% | · | · | -0.1% | -13.8% | -5.6% | 6.3%
Cc1n[nH]c(C)c1S(=O)(=O)N1CCOCC1 | 3.5 | 47 | 0.4 | 4.3% | i | -1.1% | -2.1% | -4.3% | -7.0% | -2.3%
C/C(CCc1ccccc1)=N\NC(=O)c1ccccc1[N+](=O)[O-] | -0.2 | 66 | 1 | -1.9% | i | 0.6% | 0.0% | -4.7% | -5.4% | -0.3%
COc1cccc(C2CC(c3ccc(Cl)cc3)n3nc(N)nc3N2)c1 (configuration not stated) | 1.3 | 44 | 1.1 | -6.5% | i | -0.4% | 0.2% | 10.6% | -2.6% | 18.5%
Cc1nc(-c2ccc(S(=O)(=O)N3CCN(c4cccc(C)c4C)CC3)cc2)co1 | 3.1 | 55 | · | 0.7% | · | · | -0.1% | 28.6% | -31.7% | 11.2%
COc1ccc(NCc2nc3ccccc3n2CCOc2ccccc2)cc1 | 11.7 | 45 | 1 | -1.6% | i | -0.6% | -0.3% | -34.9% | 4.1% | -59.5%
Cc1cc(C)n(C(=O)CN(C)S(=O)(=O)c2ccc([N+](=O)[O-])cc2)n1 | -1.0 | 87 | · | -0.5% | · | · | 0.3% | -6.9% | 0.5% | 14.2%
OCc1cc(-c2ccc(Cl)c(Cl)c2)on1 | -0.8 | 54 | 1 | -2.8% | i | 0.6% | -0.1% | -12.5% | -49.8%[20 µM] | 4.9%
CC(=O)N1N=C2c3ccccc3CCC2C1c1ccc(F)cc1 (configuration not stated) | 4.4 | 56 | · | -3.5% | i | · | 0.6% | -1.9% | 4.6% | 1.2%
O=C(OCC(=O)N1CCOCC1)c1ccccc1O | -0.5 | 52 | · | -4.4% | · | · | 0.2% | -44.3% | -6.9% | -33.0%
O=C(NCc1cccc(C(F)(F)F)c1)c1cc(Cl)ccc1Cl | -0.5 | 58 | 1 | 0.9% | i | -1.2% | 0.0% | 11.6% | 19.6% | -1.3%
CN(C)CCC(=O)c1ccc(F)cc1 | 2.2 | 58 | · | 5.8% | i | · | 0.4% | -6.3% | 12.5% | 11.3%
O=C(Nc1cccc(C(F)(F)F)c1)N(Cc1ccc(Cl)cc1)CC(O)C(F)(F)F (configuration not stated) | 6.7 | 56 | 1.1 | 5.6% | i | -5.8% | 0.0% | -23.8% | -13.2% | -11.0%
COc1ccc(C(=O)NC(=S)NNC(=O)c2cnccn2)cc1 | 2.0 | 51 | 1.9 | -0.3% | i | -2.9% | 0.2% | 0.2% | 19.1% | -19.0%

5 entries picked at random from the list so far, as already listed:
SMILES | NTR1 agonist | NTR1 agonist cell count 20 µM | TNAP activators | KOR beta-arrestin-1 | Yfh1-depleted yeast | ER stress rescue | GPR55 activation | NOD1 inhibition | KOR beta-arrestin-2 | NOD2 inhibition
CN(C)CCC(=O)c1ccc(F)cc1 | 2.2 | 58 | · | 5.8% | i | · | 0.4% | -6.3% | 12.5% | 11.3%
OCc1cc(-c2ccc(Cl)c(Cl)c2)on1 | -0.8 | 54 | 1 | -2.8% | i | 0.6% | -0.1% | -12.5% | -49.8%[20 µM] | 4.9%
Cc1cc(C)n(C(=O)CN(C)S(=O)(=O)c2ccc([N+](=O)[O-])cc2)n1 | -1.0 | 87 | · | -0.5% | · | · | 0.3% | -6.9% | 0.5% | 14.2%
O=C(NCc1cccc(C(F)(F)F)c1)c1cc(Cl)ccc1Cl | -0.5 | 58 | 1 | 0.9% | i | -1.2% | 0.0% | 11.6% | 19.6% | -1.3%
O=C(OCC(=O)N1CCOCC1)c1ccccc1O | -0.5 | 52 | · | -4.4% | · | · | 0.2% | -44.3% | -6.9% | -33.0%
